Assay outcomes deposited in PubChem BioAssay by National Center for Advancing Translational Sciences (NCATS).
AmpC inh no detg: blocks E. coli AmpC beta-lactamase in detergent-free assay; P00811; AmpC nitrocefin hydrolysis, absorbance 480 nm, 0.0001% Triton; Potency, µM (series often up to 57.1 µM), for the others: at the highest dose activity change, negative = inhibition, usual class: inhibitors; hit rate 0.52% among 330,000; AID 485341;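 further: potency means the concentration at half of the fitted maximal effect; plate controls were no compound for no effect and no enzyme for full effect; nearly all actives have a fitted effect of over 20% in size; some results filed as inactive show a strong effect at the top dose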
Target sequence (P00811 whole entry, looked up): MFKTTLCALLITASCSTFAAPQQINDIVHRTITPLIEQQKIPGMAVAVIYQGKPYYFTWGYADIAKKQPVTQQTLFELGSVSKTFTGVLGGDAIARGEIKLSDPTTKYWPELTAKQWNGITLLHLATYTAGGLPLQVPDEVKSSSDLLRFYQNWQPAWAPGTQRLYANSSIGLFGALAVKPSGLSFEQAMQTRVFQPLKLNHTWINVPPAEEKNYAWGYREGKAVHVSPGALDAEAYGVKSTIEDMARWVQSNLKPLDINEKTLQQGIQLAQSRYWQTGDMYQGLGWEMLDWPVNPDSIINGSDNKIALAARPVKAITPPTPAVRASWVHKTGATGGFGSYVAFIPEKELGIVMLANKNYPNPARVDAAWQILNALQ
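20 mM phosphate pH 7.0 + 0.01% (detergent screen) or 0.0001% Triton X-100; 5.3 nM AmpC reagent; cpd preinc 15 min RT; nitrocefin (800 uM stock) to start; A480 q20 s × 4 min; Activity was normalised to no-enzyme and no-compound control wells.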
Sm TGR inh: S. mansoni TGR enzyme inhibition; AID 485364; Potency, µM (titrated, usually from 114 µM), for the others: at the highest dose activity change, negative = inhibition, actives largely listed as inhibitors; hit rate 3% among 360,000; purified TGR, DTNB reduction, TNB absorbance 405 nm; further: potency means the concentration at half of the fitted maximal effect; nearly all actives have a fitted effect of over 60% in size
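TGR 20 nM + NADPH 100 uM (dispensed conc.), cpd preinc 15 min RT; start with NADPH (500 uM addition) then DTNB (15 mM addition). Kinetic TNB absorbance, 405 nm filter. Four-parameter Hill fit across titration.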
AMA1 RON2 block: disrupts binding of P. falciparum AMA1 to RON2; AlphaScreen AMA1-biotinylated RON2 peptide binding; AID 720542; Potency, µM (highest dose often 58.2 µM), without a hit: top-dose activity change, negative = inhibition, hits mostly inhibitors; hit rate 0.2% among 360,000;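 further: potency means the concentration at half of the fitted maximal effect; 0% = vehicle wells and -100% = peptide control; nearly all actives have a fitted effect of over 45% in size; some results filed as inactive show a strong effect at the top dose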
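AMA1 (3D7) with his tag at 25 nM final met compounds first, then biotinylated RON2 peptide at 25 nM; detection used donor plus acceptor beads, 10 µg/mL apiece, read by AlphaScreen after 30 min at room temperature.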
TbPYK inhibitor: inhibitors of Trypanosoma brucei pyruvate kinase. Q57TT1. TbPYK enzyme, Kinase-Glo Plus ATP luminescence, 45 min. Potency, µM (doses to about 76.8 µM), for the others: at the highest dose activity, negative = inhibition, hits mostly inhibitors. hit rate 0.12% among 410,000; further: potency means the concentration at half of the fitted maximal effect; nearly all actives have a fitted effect of over 50% in size
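Assay buffer: 50 mM TEA pH 7.2, 100 mM KCl, 10 mM MgCl2, 0.05% BSA, 0.01% Tween-20. Pyruvate kinase from T. brucei plus substrate met compound, then ADP (130 uM final). Luminescence was read post 45 min RT.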
AmpC detergent: blocks E. coli AmpC beta-lactamase in detergent assay | P00811 | AmpC hydrolysis of nitrocefin, absorbance 480 nm, 0.01% Triton | Potency, µM (highest dose often 114 µM), for inactives: at the highest dose activity change, negative = inhibition, usual class: inhibitors | hit rate 0.041% among 370,000 | AID 485294;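 further: potency means the concentration at half of the fitted maximal effect; 0% = no-compound wells and -100% = no-enzyme wells; nearly all actives have a fitted effect of over 25% in size; some results filed as inactive show a strong effect at the top dose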
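20 mM phosphate pH 7.0 + 0.01% (detergent screen) or 0.0001% Triton X-100; 5.3 nM AmpC reagent; cpd preinc 15 min RT; nitrocefin (800 uM stock) to start; A480 q20 s × 4 min; Activity was normalised to no-enzyme and no-compound control wells.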
HCMV inh: inhibitors of human cytomegalovirus; activity change, negative = inhibition, % at 57.5 µM; hit rate 4.5% among 410,000; HFF cells, HCMV-luciferase reporter, 72 h; hits give low values; in the data active means activity change below about -60%; inconclusive means no clear call, values can overlap the other calls; inactive means above about -39%
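Luciferase read-out from HCMV-luciferase-infected HFFs (MOI 1 PFU/cell) 72 h post infection at 37C; compounds added after 16 h cell attachment; activity normalized between buffer-only basal and Salinomycin (10uM) inhibitor controls.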
LmPK inh: LmPK (Leishmania mexicana) enzyme inhibition; purified LmPK, Kinase-Glo ATP luminescence, 1 h; Q27686; hit rate 0.37% among 290,000; Potency, µM (titrated, usually from 57.5 µM), for the others: at the highest dose activity change, negative = inhibition, most hits filed as inhibitors; further: potency means the concentration at half of the fitted maximal effect
Target sequence (Q27686 whole entry, looked up): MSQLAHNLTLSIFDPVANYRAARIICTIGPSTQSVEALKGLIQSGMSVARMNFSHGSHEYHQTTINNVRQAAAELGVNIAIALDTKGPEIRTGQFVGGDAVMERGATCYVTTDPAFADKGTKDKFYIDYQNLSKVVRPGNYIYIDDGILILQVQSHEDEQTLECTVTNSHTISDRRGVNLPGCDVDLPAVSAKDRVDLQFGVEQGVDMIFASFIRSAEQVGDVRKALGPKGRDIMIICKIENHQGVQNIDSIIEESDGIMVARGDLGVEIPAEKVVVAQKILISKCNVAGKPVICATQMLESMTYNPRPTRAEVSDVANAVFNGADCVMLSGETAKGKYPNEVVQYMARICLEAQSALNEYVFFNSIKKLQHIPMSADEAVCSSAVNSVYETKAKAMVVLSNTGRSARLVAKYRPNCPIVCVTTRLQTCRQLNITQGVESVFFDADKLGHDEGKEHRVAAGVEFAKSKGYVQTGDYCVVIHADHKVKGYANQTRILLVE
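0.1 nM LmPK, 0.5 mM PEP, 0.1 mM ADP; 50 mM imidazole pH 7.2, 7 mM MgCl2, 50 mM KCl; 1 h RT. Kinase-Glo luminescence readout, normalized to no-enzyme (full inhibition) and uninhibited wells.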
Starred values were filed as active, the others as inactive; ? = inconclusive; / = not tested or not shown; & = joins results of further samples; [ ] = dose if it differs, or a comment. Unless noted, the call rests on the fitted dose curve; in most records, active means well fitted curve in the direction sought with a large enough effect; inconclusive means small, poorly fitted or top-dose-only effect, or another doubt; inactive means no such curve, though single readings can be large; an effect the other way counts as inactive or inconclusive. Unless noted, on the % scale 0 is the no-effect control and ±100 the full control effect.

SMILES	AmpC inh no detg	Sm TGR inh	AMA1 RON2 block	TbPYK inhibitor	AmpC detergent	HCMV inh	LmPK inh
CCSc1nnc2ccc(-c3ccco3)nn12	-4%	35µM*	5%	0%	0%	0	2%[11.5 µM]
N#CC12C(N)=NC3(OCCO3)C1(C#N)C1=C(CCC1)NC2c1ccccc1 (stereo unspecified)	-16%	-35%	33%[activator]	3%	-10%	8	-2%
O=C(O)C1C2C=CC(O2)C1C(=O)NC1CCCc2ccccc21 (stereo unspecified)	117%[activator]	-36%	-1%	-8%	-4%	-2	2%
O=C(CSc1nnc(-c2ccco2)o1)c1ccccc1Cl	-10%[2.29 µM]	?	64%[activator]	1%	?	-38	-3%
CCN(CC(=O)Nc1ccc(NC(C)=O)cc1)C(=O)C1CCN(C(=O)c2ccccc2C)CC1	/	/	-20%	5%	/	1	/
O=C(Nc1cccc(Cl)c1)OCc1cncs1	-19%	-1%	0%	5%	-15%	-15	-3%
NC1=NC(c2cn(-c3ccccc3)nc2-c2cccs2)n2c(nc3ccccc32)N1 (stereo unspecified)	0%	4%	-9%	5%	-3%	?	-9%
O=C1N2CCSC2=NC1(Nc1ccccn1)C(F)(F)F (stereo unspecified)	-15%	14%	-1%	-10%	-10%	-13	-3%
O=C1c2ccccc2C(=O)C12OC(c1ccccc1)C1(C(=O)c3ccccc3C1=O)C2c1cccc([N+](=O)[O-])c1 (stereo unspecified)	-4%	2%	/	/	-5%	-38	1%
O=C(CNC(=O)c1ccc(Br)o1)Nc1cccc(S(=O)(=O)N2CCCC2)c1	-31%	-6%	-19%	5%	-5%	-28	/
CC(C)CC(=O)Nc1ncnc2c1C(=O)CC(C)(C)C2	-9%	-3%	9%	-7%	-2%	62	2%
CC(C)NC(=O)c1ccc2c(=O)n(CC3CCCO3)c(=S)[nH]c2c1 (stereo unspecified)	-9%	1%	40%[activator]	-1%	-7%	-5	-19%
O=C(CN1CCN(c2ccccn2)CC1)Nc1ccc2ccccc2c1	68%[activator]	1%	5%	0%	-10%	23	1%
CC(=O)Nc1ccc(N2CCOCC2)c(C(=O)Nc2cccc(C)c2)c1	1%	12%	-11%	6%	1%	20	4%
COC(=O)CNC(=O)C1CCN(S(=O)(=O)c2cccc3nsnc23)CC1	-12%	-11%&26%	16%	6%&-1%	-8%&-2%	-34&8	-1%
COc1cccc(CN(C)C(=O)CC23CC4CC(CC(C4)C2)C3)c1OC	46%	-8%	0%	-1%	-7%	-12	3%
Cc1[nH]n(-c2ccccc2)c(=O)c1C=NC1CCCCCC1	3%	30%	-4%	-3%	-3%	17	1%
CCn1cc(C(=O)N2CCn3c(nc4ccccc43)C2)c(=O)c2ccc(C)nc21	3%	0%	-4%	0%	-7%	12	8%
O=C(CCc1nnc(-c2ccc(-c3ccccc3)cc2)o1)NCCc1ccccn1	91%[activator]	2%	39%[activator]	2%	-4%	-13	5%
CCC(CC)NC(=O)COn1nnc2ccc(S(=O)(=O)N3CCOCC3)cc21	-6%	?	13%	-5%	-15%	-23	/
CCCNS(=O)(=O)c1ccc(OCC(=O)Nc2ccc3c(c2)OCCO3)cc1	-42%	-10%	-4%	-3%	-13%	-15	3%
CC(C)(C)OC(=O)N1CCC2(CC1)Oc1ccc(Cl)cc1C(=O)C21CC(c2ccc(Cl)cc2)=NO1 (stereo unspecified)	/	/	-8%	-10%	/	-13	/
COc1cc(OC)nc(Oc2ccc(N)c(C)c2)n1	-10%	-2%	-8%	2%	-1%	-11	-5%
COCCCNC(=O)CSc1nc2nc(C)c(Cc3ccccc3Cl)c(C)n2n1	/	-9%	/	1%	-7%	-9	/
O=C(/C=C/C=C/c1ccccc1)CC1(O)C(=O)Nc2ccccc21 (stereo unspecified)	-15%	?	-8%	6%	5%	127	3%

(next part)
SMILES	AmpC inh no detg	Sm TGR inh	AMA1 RON2 block	TbPYK inhibitor	AmpC detergent	HCMV inh	LmPK inh
Oc1ccc(C(=Nc2ccccc2)c2ccccc2)c(O)c1	/	/	0%	-2%	/	-3	/
COc1ccc2c(c1)OC[C@H]1[C@H]2N2C(=O)CN(Cc3ccccc3)C(=O)[C@@]2(C)[C@H]1c1ccccc1	/	/	0%	0%	/	23	/
CCOC(=O)c1ccc(NC(=O)CC(C)n2nc(C)cc2C)cc1 (stereo unspecified)	/	5%	/	4%	21%	-12	/
NNC(=O)c1nc[nH]c1C(=O)Nc1ccccc1	7%	3%	-25%	2%	1%	20	2%
CCN(CC)c1ccc(C(=O)N/N=C(\C)c2cccnc2)cc1	-15%[11.4 µM]	-16%	-14%	0%	-16%	-9	6%
O=C(NCCC(=O)N1CCN(S(=O)(=O)c2ccc(F)cc2)CC1)Nc1ccccc1	-9%	-3%	2%	8%	4%	-22	/
O=C(Cn1cnc2ccccc21)NCCCN1CCOCC1	-11%	-7%	1%	4%	-10%	27	3%
O=C(COC(=O)CCCOc1ccc(Cl)cc1Cl)Nc1cccc(Cl)c1	-7%	1%	3%	4%	-8%	-15	2%
O=C(c1ccccc1)N1CCN(C2CC3CCC2C3)CC1 (stereo unspecified)	-10%	2%	0%	-4%	?	-10	-3%
C/C(Nc1cccc(F)c1)=C(/C#N)C(N)=O	-8%	-16%	7%	3%	0%	-12	-3%
Cc1nc(CS(=O)(=O)c2ccccc2)cc(N2CCOCC2)n1	-10%	12%	5%	?	-9%	59	-3%
C#CC(CC)(CC)NC(=O)c1ccc(Br)s1	-19%	7%	-5%	1%	-14%	?	-2%
COc1ccc(OC)c(NC(=O)N2CCN(Cc3nc4ccc(C)cc4o3)CC2)c1	/	4%	/	-7%	0%	3	/
CCN(C(=O)COC(=O)CNC(=O)C1CCCCC1)c1ccccc1	-2%	1%	20%	-2%	0%	-23	/
O=CC(O)C1OC(=O)C(O)C1O (stereo unspecified)	/	/	3%	3%	/	-18	/
COc1ccc2cc(-c3[nH]ncc3CN3C[C@@H]4CCC[C@H]3C4)ccc2c1	1%	30%	-15%	0%	3%	-7	11%
CC(Sc1nc(NC(C)(C)C)nc(N(C)C)n1)C(=O)Nc1ccccc1 (stereo unspecified)	-21%	0%	21%	2%	-9%	-61*	-5%
COc1ccc(-c2nc(NCCN(C)C)nc3ccsc23)c(C)c1	/	/	58%[activator]	3%	/	-12	/
Cc1nc2cc(N=NC3=C(O)CCCC3=O)ccc2s1	-6%	-26%	-16%	-6%	-7%	-30	-25%
CCc1nnc(SCC(=O)Nc2ccc(F)cc2)o1	-10%	0%	9%	-1%	5%	-7	1%
NC(=O)[C@@H]1CC2(CC(c3cccc(NC(=O)[C@@H]4CCC(=O)N4)c3)=NO2)CN1C(=O)Cc1ccc([N+](=O)[O-])cc1 (stereo partly specified)	16%	-21%	12%	-1%	-8%	-14	5%
COc1ccc(C)cc1S(=O)(=O)Nc1ccc2c(c1)OCO2	-28%	-5%	5%	2%	2%	-19	-4%
CCOC(=O)C1CCN(CCC(=O)Nc2ccc(C)cc2)CC1	4%	3%[57.1 µM]	14%	8%	1%	52	0%
COc1ccc(CNC(=O)c2cn(Cc3ccccc3OC)c(=O)s2)cc1	/	/	-5%	0%	/	60	/
CCn1c(=O)c([N+](=O)[O-])c(N2CCN(Cc3ccc4c(c3)OCO4)CC2)c2ccccc21	23%	18%	?	-4%	2%	-64*	3%

Further entries
SMILES	AmpC inh no detg	Sm TGR inh	AMA1 RON2 block	TbPYK inhibitor	AmpC detergent	HCMV inh	LmPK inh
Cc1ccc(N(CC(=O)NCc2ccc(F)cc2)S(=O)(=O)c2cccs2)cc1	-14%	-10%	-2%	-15%	-12%	?	-1%
COc1ccccc1N1CCN(C(c2ccccc2)c2nnnn2CCc2ccccc2)CC1 (stereo unspecified)	22%	-9%	-20%	0%	-7%	?	1%
O=C(NCCc1ccccc1)C1CCN(c2ncccn2)CC1	0%	-10%	15%	0%	-3%	17	-1%
O=C(c1noc2c1CCCCC2)N1CCN(C(c2ccccc2)c2ccccc2)CC1	/	/	5%	7%	/	0	/
COc1cc(/C=N/NC(=O)CNc2n[nH]c(=O)[nH]c2=O)ccc1O	-5%	-4%	18%	-11%	1%	40	-1%
CC(=O)Nc1ccc(S(=O)(=O)N2CCN=C2C)cc1	-17%	7%	-9%	-5%	-1%	32	-8%
COc1cccc(C(=O)CSc2nccn2C)c1	-7%	-14%	0%	-13%	-11%	2	-8%
CCCN(Cc1ccccc1)C(=S)Nc1cccc(C(F)(F)F)c1	-7%	-24%	23%	-4%	0%	0	-1%
COc1ccc(CCNC(=O)c2cnc3sc(N4CCCC4)nn3c2=O)cc1OC	/	-1%	/	1%	1%	-1	/
Cc1cc(C)c(O)c(C2(O)C(=O)c3ccccc3C2=O)c1	-6%	9%	-8%	0%	3%	30	7%
CC1CC(C)CN(C(=O)C(C)N(C)CC(=O)Nc2ccc(F)cc2)C1 (stereo unspecified)	23%	-21%	11%	-8%	-2%	12	/
O=C(NCC(c1cccs1)N1CCOCC1)c1cc(S(=O)(=O)N2CCOCC2)c(Cl)cc1Cl (stereo unspecified)	68%[activator]	-26%	10%	-12%	-16%	-23	/
O=c1cc2nc(-c3ccccc3F)nc(SCc3ccc(Br)cc3)n2[nH]1	/	8%	/	1%	4%	-22	/
COc1ccc(S(=O)(=O)NCCc2ccc(F)cc2)cc1	-22%	-8%	-6%	2%	-10%	15	-2%
Cc1nc(-c2nnc(SCC(=O)Nc3cc(Cl)cc(Cl)c3)n2C)cs1	-12%	2%	5%	1%	6%	22	6%
Cc1ccccc1NS(=O)(=O)c1ccc(C(=O)N2CCCCCC2)cc1	10%	-1%	?	0%	?	-30	/

Five compounds drawn at random from the list so far:
SMILES	AmpC inh no detg	Sm TGR inh	AMA1 RON2 block	TbPYK inhibitor	AmpC detergent	HCMV inh	LmPK inh
O=C(c1noc2c1CCCCC2)N1CCN(C(c2ccccc2)c2ccccc2)CC1	/	/	5%	7%	/	0	/
COc1ccccc1N1CCN(C(c2ccccc2)c2nnnn2CCc2ccccc2)CC1 (stereo unspecified)	22%	-9%	-20%	0%	-7%	?	1%
COc1ccc(S(=O)(=O)NCCc2ccc(F)cc2)cc1	-22%	-8%	-6%	2%	-10%	15	-2%
Cc1cc(C)c(O)c(C2(O)C(=O)c3ccccc3C2=O)c1	-6%	9%	-8%	0%	3%	30	7%
COc1cccc(C(=O)CSc2nccn2C)c1	-7%	-14%	0%	-13%	-11%	2	-8%
